Source: PubChem
NPYLR7 agonist – mosquito NPYLR7 agonism; hit rate 0.15% among 270,000; activation, % at 10 µM; HEK293T NPYLR7/Galpha15, GCaMP6s calcium fluorescence; in the data active means activation above about 40%;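 further: 0% = vehicle and 100% = reference agonist at the receptor; some compounds past the cut are filed as inactive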
hcGAS lum – inhibitors of human cGAS; hit rate 0.081% among 290,000; inhibition, % at 12.5 µM; recombinant h-cGAS, ATP depletion, Kinase-Glo luminescence; AID 1259398;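 further: 0% = vehicle reaction and 100% = reaction without DNA for no activity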
Target sequence (Q8N884 whole entry, looked up): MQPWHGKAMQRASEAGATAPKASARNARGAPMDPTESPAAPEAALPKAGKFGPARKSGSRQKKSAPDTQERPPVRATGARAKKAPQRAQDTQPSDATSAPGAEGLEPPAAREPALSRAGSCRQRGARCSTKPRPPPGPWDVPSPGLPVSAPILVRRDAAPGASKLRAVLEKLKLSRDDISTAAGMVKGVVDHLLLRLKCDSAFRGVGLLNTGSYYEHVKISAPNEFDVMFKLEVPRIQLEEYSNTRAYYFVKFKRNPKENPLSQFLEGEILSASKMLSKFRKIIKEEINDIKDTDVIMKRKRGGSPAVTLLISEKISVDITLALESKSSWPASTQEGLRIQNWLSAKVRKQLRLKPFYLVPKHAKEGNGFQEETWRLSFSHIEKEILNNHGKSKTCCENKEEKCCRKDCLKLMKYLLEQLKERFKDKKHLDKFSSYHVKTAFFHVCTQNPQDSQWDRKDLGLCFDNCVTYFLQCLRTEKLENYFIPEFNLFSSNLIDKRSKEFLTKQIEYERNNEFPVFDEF
mcGAS lum – mouse cGAS inhibition by luminescence; Q8C6L5; recombinant cGAS, Kinase-Glo ATP depletion luminescence; inhibition, % at 12.5 µM; hit rate 0.15% among 160,000; AID 1259399;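 further: 0% = negative control wells and 100% = reference inhibitor with no enzyme activity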
An asterisk follows results filed as active; . = no result given. Unless noted, no stated cut-off is given here; in the data, active means inhibition above about 40%; inactive means the rest.

SMILES	NPYLR7 agonist	hcGAS lum	mcGAS lum
Cc1nn(-c2cccc(Cl)c2)nc1C(=O)N1CCCCC1C(N)=O (stereo unspecified)	7	-4	-8
CCN1CC(CN(C)Cc2cn(-c3cc(C)ccc3C)nc2-c2ccccc2)CC1=O (stereo unspecified)	-1	-3	-6
CCC(CC)n1ncc(C)c1NC(=O)c1cccc2nccnc12	6	-2	-18
O=C(NCc1c(F)cccc1F)c1cn(C/C=C/c2ccccc2)nn1	11	-6	.
COc1ccc(C2=NOC(CN(Cc3cccc(C(F)(F)F)c3)C(=O)C3CCCC3)C2)cc1 (stereo unspecified)	3	-6	-9
CON=C1CCN(S(=O)(=O)c2c(C)n[nH]c2C)CC1	2	-6	.
C=CCn1c(-c2sc(NC(=O)CCc3ccc(C(C)(C)C)cc3)nc2C)n[nH]c1=S	12	-8	-8
Cc1oc(-c2ccccc2)nc1CC(=O)N1CC[C@H](CO)[C@H](O)C1	3	0	-13
CN(CC1COc2ccccc2O1)C(=O)c1ccc(-c2cncnc2)nc1 (stereo unspecified)	-3	-12	-13
CC(C)NC(=O)Nc1ccc(CNC(=O)CC(c2ccccc2)c2ccccc2)cc1	3	1	1
COCCOC(=O)C1=C(C)NC(=O)NC1c1sccc1C (stereo unspecified)	-1	-8	.
O=c1cc(CN2CCCC(O)(CO)C2)nc2ccc(Cl)cn12 (stereo unspecified)	3	-2	.
CC(Sc1ncnc2c1cnn2-c1ccc(F)cc1)C(=O)NC(C)(C)C (stereo unspecified)	-12	-6	.
Nc1cc(C(=O)N2CCCCC2CCN2CCCC2=O)ccn1 (stereo unspecified)	2	-3	.
Cc1ccc2[nH]c(CN(Cc3nccn3C)C3CC3)c(C)c2c1	23	-3	-18
CCCC(=O)Nc1cc(-c2cn3cccnc3n2)ccc1C	10	-2	.
C=CCCC(O)CN(CCCOC)Cc1ccc(F)cc1F (stereo unspecified)	38	-1	-5
C=CCn1c(-c2ccccc2C)n[nH]c1=S	-1	0	.
CCC(CNC(=O)N(C)Cc1ccc(N(C)C)cc1)N1CCc2ccccc2C1 (stereo unspecified)	12	-13	.
Cc1cc(C=NNc2nc(-c3ccc(F)cc3)cs2)c(C)n1C1CCCC1	-4	-13	-7
CCc1cccc(NC(=O)CCC(=O)NCc2ncc[nH]2)c1	5	-5	-10
Cc1c(C(=O)NCc2cccs2)sc(=O)n1Cc1ccccc1C#N	8	6	.
CCOC(=O)N1CCC(n2cc3ncccc3c2O)CC1	1	-7	.
COc1cccc(OC)c1C(=O)Nc1c2c(nn1C(C)(C)C)CS(=O)C2 (stereo unspecified)	-1	-8	.
COc1ccc(C(CC(=O)N2CCSCC2)c2ccccc2)cc1 (stereo unspecified)	2	-2	.
O=[N+]([O-])c1c[n+]([O-])n(-c2ccc3c(c2)OCCO3)n1	2	-2	-8
Cc1ccc2oc(C(=O)NCCc3ccccc3F)cc(=O)c2c1	8	-15	.
C=CCN(CC=C)c1cc(Cl)nc(SCc2ccc(C(=O)O)cc2)n1	-8	-6	-5
CCCNC(=O)C(C)Nc1ccc(OCC)cc1 (stereo unspecified)	-16	-8	.
Cc1ccc(S(=O)(=O)NC(=O)C2(C)CCN2C(=O)CC2CCCC2)nc1 (stereo unspecified)	-4	-5	-3
CCc1nc(Nc2ccc(F)cc2)c2ccc(Cl)cc2n1	20	-4	-3
CCOc1cccc2cc(C(N)=O)c(=N)oc12	-4	4	-4
O=C(Nc1ccc(-c2nc3ccccc3o2)cc1)c1cccc(Cl)c1Cl	-3	-3	-5
COc1ccc(C(=O)N2N=C(c3ccccc3)CC2c2ccc3nccnc3c2)cc1 (stereo unspecified)	3	-7	-5
CS(=O)(=O)Oc1ccc(CNCc2ccc(F)cc2)cc1	12	-2	.
COCCCNCc1c(-c2ccc(F)cc2)noc1N1CCOCC1	46*	-3	.
CC(C)N1CCC(N2CCN(Cc3ccccc3-c3ccco3)CC2CCO)CC1 (stereo unspecified)	.	-10	-11
Cc1cc(C)nc(NS(=O)(=O)c2ccc(NC(=O)c3cc([N+](=O)[O-])ccc3Cl)cc2)n1	0	-2	-7
COc1ccc(-c2cc(N)n(-c3ccc(C(=O)NCc4ccc(OC)cc4OC)cc3)n2)cc1	-8	-7	-5
CCCc1cc(CN(C)C(=O)C2CNCCO2)[nH]n1 (stereo unspecified)	-7	-7	.

Whole records, looked up by structure.
Profile of CCc1nc(Nc2ccc(F)cc2)c2ccc(Cl)cc2n1 = NPYLR7 agonist: 20; hcGAS lum: -4; mcGAS lum: -3
Profile of COc1ccc(C(=O)N2N=C(c3ccccc3)CC2c2ccc3nccnc3c2)cc1 (stereo unspecified) = NPYLR7 agonist: 3; hcGAS lum: -7; mcGAS lum: -5
Profile of C=CCn1c(-c2ccccc2C)n[nH]c1=S = NPYLR7 agonist: -1; hcGAS lum: 0; mcGAS lum: .

In the list so far, 2 contain two or more sulfur atoms:
SMILES	NPYLR7 agonist	hcGAS lum	mcGAS lum
C=CCn1c(-c2sc(NC(=O)CCc3ccc(C(C)(C)C)cc3)nc2C)n[nH]c1=S	12	-8	-8
Cc1c(C(=O)NCc2cccs2)sc(=O)n1Cc1ccccc1C#N	8	6	.

Ordered by formula weight (low to high): four of the compounds above
SMILES	NPYLR7 agonist	hcGAS lum	mcGAS lum
CCCNC(=O)C(C)Nc1ccc(OCC)cc1 (stereo unspecified)	-16	-8	.
O=[N+]([O-])c1c[n+]([O-])n(-c2ccc3c(c2)OCCO3)n1	2	-2	-8
O=c1cc(CN2CCCC(O)(CO)C2)nc2ccc(Cl)cn12 (stereo unspecified)	3	-2	.
COc1ccc(-c2cc(N)n(-c3ccc(C(=O)NCc4ccc(OC)cc4OC)cc3)n2)cc1	-8	-7	-5

Next results follow:
SMILES	NPYLR7 agonist	hcGAS lum	mcGAS lum
CC(=O)Nc1ccc(S(=O)(=O)N2CCN(c3cc(-n4ccnc4C)ncn3)CC2)cc1	-10	-4	-10
CCC(=O)Nc1ccc(N(C)C)c(CN(Cc2ccccc2)C(=O)c2ccccc2Cl)c1	-19	0	-1
CC1CC1c1ccc(CCC(=O)N(C)Cc2nc3ccccc3[nH]2)o1 (stereo unspecified)	2	-9	.
CCOc1nc(-c2ccccc2C)n(-c2ccc(NC(=O)CCc3ccccc3)cc2)n1	-10	2	-3
COc1ccc(N2C(=O)C(C)NC2=S)cc1NS(=O)(=O)c1ccc(F)cc1 (stereo unspecified)	18	-9	-17
COc1ccc(CC(=O)Nc2cc(C)nn2-c2nc3c(c(=O)[nH]2)CCC3)cc1OC	7	-9	-8
Cc1nc2ccc(N)cc2s1	1	5	1
O=C(NCc1ccc2[nH]c3c(c2c1)CCCC3)c1cccc(N2CCNC2=O)c1	6	-7	-13
COc1ccc(-n2nnnc2SCc2ccc(C#N)cc2)cc1	7	-5	.
CCc1noc(C)c1C(=O)N1CCCC2(C1)C(=O)N(C)c1ccccc12 (stereo unspecified)	1	0	.
CCCCOc1ccc(-c2nc(C=Nc3ccccc3Br)c(O)o2)cc1	-1	-6	.
CCCc1nc(NCc2cnc(C)cn2)c2cnn(C)c2n1	-3	-9	.
COCCn1c(=C(C#N)C#N)sc(=Cc2ccc(C)s2)c1=O	5	-6	.
CC(c1ccc(-c2ccccc2CO)cc1)N(C)C (stereo unspecified)	8	-7	-15
CSc1ccc(C(NC(=O)c2cccc(SC(F)F)c2)c2cccc(Cl)c2Cl)cc1 (stereo unspecified)	-9	-6	-4
COC1=CC(=O)C=C(OC)C12CC(C)(C)N=C2SC	3	-6	.
c1cncc(CN(Cc2cccc3nonc23)CC2CCCN(C3CCCCC3)C2)c1 (stereo unspecified)	-2	-9	-11
CCC(Sc1nnc(C2CC2)n1CCC(N)=O)c1ccccc1 (stereo unspecified)	11	-5	.
CNC(=O)COc1cccc(CNC(=O)NCC2CC2C)c1 (stereo unspecified)	2	-9	-13
CCc1nc(N(CCC(=O)NCc2cccc(C(F)(F)F)c2)Cc2ccccc2)c2ccc(Cl)cc2n1	.	-2	-3
CCSc1nc2c(c(=O)[nH]1)C(c1ccc(C)o1)C1C(=O)CCCC1=N2 (stereo unspecified)	4	-1	-3
Cc1cc[n+]2c(O)c(-c3ccccc3)sc2n1	0	-9	.
O=C(O)CC(Br)C(=O)c1ccc(F)cc1 (stereo unspecified)	-7	-4	-4
CCCCCCc1nc(C(N)=O)c2[nH]c(=O)n(-c3ccc4c(c3)OCO4)c2n1	13	-4	.
Cc1nc(C)c(CNC(=O)NCC(=O)N2CCc3ccccc32)s1	3	-9	-13
N[C@@H](Cc1c[nH]c2ccccc12)C(=O)O	0	3	-4
CCOc1ccc(-n2c(CNC(=O)c3ccco3)nnc2SCC(=O)Nc2ccc(OC)cc2)cc1	6	-2	-3
CC(C)NC(=O)N(C1CCOCC1)C1CN(C(=O)c2ccnn2C)C1	.	-13	-6
O=C(O)c1nccnc1C(=O)N1CCN(c2ccccc2)CC1	-19	-7	.
O=C(CCc1ccco1)N1CCN(S(=O)(=O)c2cccc(Br)c2)CC1	-1	3	-4
CC(=O)Nc1ccc(CN2CCN(Cc3cccc(C)n3)C(CCO)C2)cc1 (stereo unspecified)	4	-11	-10
OC1CCCCC1NCc1csc(-c2cccs2)n1 (stereo unspecified)	0	-9	.
COc1ccc(CCOC(=O)[C@@H]2CCCN2C(=O)C2=Cc3cc(Cl)ccc3OC2)cc1OC	-10	-6	-1
CCONC(=O)c1cc2n(n1)CCN(Cc1cc(OC)cc(OC)c1)C2=O	23	-4	-7
CCOC(=O)C1(Cc2cccc(Cl)c2)CCCN(C(=O)c2cc(C(F)(F)F)[nH]n2)C1 (stereo unspecified)	9	-12	-12
Cn1c(-c2ccc(F)cc2)nn(CN2CCC(C(=O)c3ccccc3)CC2)c1=S	2	1	-4
CCc1nnc(NC(=O)CSc2ccc(Cl)cc2)s1	5	-8	-6
CN(CCOCc1ccccc1)C(=O)c1ccc(Cl)cn1	2	1	.
Cc1ccccc1CN(C)C(C)C(=O)Nc1ccc(C#N)cc1 (stereo unspecified)	-3	4	.
COc1ccc(-c2noc(-c3ccc(N4CCN5CCCC5C4)nc3)n2)cc1 (stereo unspecified)	12	-11	.
Cc1nnsc1CN(C)C(=O)c1n[nH]c2ccccc12	9	-7	-14
CCN(CC)c1nc(N(CC)CC)[nH]c(=O)n1	3	-10	.
CCCNc1ncc(CN2CC(c3ccncc3)C2)cn1	3	-5	-11
Clc1ccc(Oc2cc(N3CCCNCC3)ncn2)cc1	-18	0	-2
O=C(C1CSCN1C(=O)c1ccc(Cl)cc1F)N1CCCCC1 (stereo unspecified)	-11	5	.
Cc1csc(CN2CC[C@@H](c3ccc4c(c3)OCO4)[C@H](O)C2)n1	5	-9	.
COCCN=c1scc(-c2cccs2)n1N=Cc1c(O)ccc2ccccc12	-7	-7	-5
O=C(Nc1ccc2c(c1)CN(C(=O)Cn1c(=O)oc3ccccc31)CC2)C1CCCO1 (stereo unspecified)	6	-8	.
COc1cc(C=CC(=O)N2CCCC2c2cc(OC)ccc2OC)cc(OC)c1 (stereo unspecified)	-3	-6	-6
COc1ccc(C(=O)O)cc1NCc1ccc(C)s1	5	3	.
O=[N+]([O-])c1ccc2oc(=S)[nH]c2c1	5	11	.
O=C(Cc1ccc2c(c1)NC(=O)CO2)NCc1cccnc1N1CCCCCCC1	-4	8	.
COc1ccccc1C1CC(c2ccc(F)cc2)=NN1C(=O)CN1CCc2ccccc2C1 (stereo unspecified)	17	-7	-5
COc1ccc(NC(=O)C2(C)CCCN(C)C2)cc1F (stereo unspecified)	2	-18	.
Cc1ccc2nc(-c3ccccc3)cc(C(=O)Nc3cccc(Cl)c3)c2c1	-2	-3	-5
CCc1c(C)nc(-c2cccc(C(F)(F)F)c2)nc1N1CCN(C(=O)Nc2ccc(OC)cc2OC)CC1	-6	-10	-7
CC(C)(C)OC(=O)N1CCC(C(=O)NNC(=O)c2ccc3c(c2)OCO3)CC1	-5	0	-13
O=C(NCc1ccc2c(c1)OCO2)C1COC2(CCN(C(=O)c3ccc(Cl)cc3)CC2)N1C(=O)c1ccccc1 (stereo unspecified)	1	0	-4
CCCNC(=O)Cn1nc(C(C)C)c2cnn(-c3ccccc3C)c2c1=O	-2	1	.
CN1CCN(c2cc(Cl)nc(SCc3ccc(C(=O)NCCN4CCCC4)cc3)n2)CC1	12	69*	8

Going on with the list.
SMILES	NPYLR7 agonist	hcGAS lum	mcGAS lum
O=C(c1ccccc1C(F)(F)F)N1CCC(c2nc(-c3ccc(F)c(F)c3)no2)CC1	4	-8	-7
Cc1noc(-c2cccc(F)c2)c1C(=O)NCCOC(C)C	2	2	1
COc1cccc(C(NC(=O)C2CCN(CCOc3ccccc3)CC2)c2ccccn2)c1 (stereo unspecified)	6	-4	-4
CC(=O)Oc1ccccc1Cn1c(C)c(C(=O)NCc2cccc(Cl)c2)sc1=O	24	-3	.
CCN(CC)C(=O)Oc1ccc2c(ccn2Cc2cc(Cl)ccc2Cl)c1-c1ccc(F)c(F)c1	14	-1	-7
O=c1oc2ccccc2n1CCN(Cc1ccsc1)CC1CCCO1 (stereo unspecified)	1	-4	.
OC1CCN(Cc2ccccc2CNC2CCOCC2)CC1	6	-8	.
CCn1ncnc1CN(Cc1ccsc1)CC1CCCO1 (stereo unspecified)	-5	0	-13
CCOc1ccc(Nc2cc(C)nc3c4c(C)cc(C)nc4nn23)cc1	2	0	-1
COC(=O)[C@H](c1ccccc1)n1ccnc1-c1ccc(OC)c(O)c1	5	-1	.
CCCC(C)N1CC(C(=O)NC(C)c2ccc(F)c(F)c2)CC1=O (stereo unspecified)	1	-14	.
CCCCCCCCCCCn1c2ccccc2c2nc3ccccc3nc21	2	-6	.
